sdo1 growth – sdo1-depleted yeast growth rescue; S. cerevisiae sdo1-depleted JHY4D growth rescue, OD600 30 h; stronger effect = higher value; pdr5 snq2 efflux-pump mutant strain; z-score at 10 µM; 0.21% of 140,000 active;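 active = z-score above 3 at both the 24 hr and the 30 hr optical density reads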;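 also: z-score against mean and SD of all compound wells on the same plate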
Insulin prom inh – TRM-6 insulin promoter activity inhibition | TRM-6 cells (human fetal islet line), insulin promoter-eGFP reporter, imaging; reporter expression induced with tamoxifen | inhibition, % at 2 µM | 0.9% of 130,000 active | AID 1273;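 active = inhibition above the mean plus 3 SD, with well images judged a real hit on visual review, cut at about 60% in these data, passing the limit was not always enough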
sdo1 growth Rescue 24 h – also measured in sdo1 growth; calls as there; z-score; S. cerevisiae sdo1-depleted JHY4D growth rescue, OD600; measured here: growth rescue at 24 h;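 0 is the plate mean of compound wells and units are plate SD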
* marks the source's active call; other numbers are inactive results; / = not tested or not shown; [ ] = remark or other dose.

Structure,sdo1 growth,sdo1 growth Rescue 24 h,Insulin prom inh
Cc1cc(C)c(C)c(S(=O)(=O)NC(C(=O)O)C(C)C)c1C (stereo not drawn),/,/,-50.0
C/C(=N\NC(=O)c1c(Cl)cnn1C)c1cccc(NC(=O)COc2ccccc2)c1,-1.57,-1.11,2.3
CCc1nc(SCC(=O)NNC(=O)c2ccc(OC)cc2)c2ccccc2n1,/,/,-50.0
CCC(=O)N1CCN(c2cc(N3CCN(C)CC3)c(F)cc2[N+](=O)[O-])CC1,1.15,1.22,13.3
CC[C@H](C)[C@H](NC(=O)[C@H](Cc1ccc(O)cc1)NC(=O)[C@@H](N)C(C)C)C(=O)N[C@@H](Cc1cnc[nH]1)C(=O)N1CCC[C@H]1C(=O)N[C@@H](Cc1ccccc1)C(=O)O,0.51,0.27,-50.0
CCOC(=O)c1cnc(SCC(=O)OC)nc1N,/,/,17.6
CCS(=O)(=O)c1ccc2oc(SCC(=O)Nc3ccc(OC)c(OC)c3)nc2c1,/,/,-35.7
CCC(C)n1c(SCC(=O)NCc2ccco2)nnc1-c1cccc(S(=O)(=O)N2CCOCC2)c1 (stereo not drawn),-0.4,-0.28,21.7
O=C(NCCc1c[nH]c2ccccc12)/C(=C\c1cccs1)NC(=O)c1ccccc1,0.23,-0.56,20.0
Cc1cnn(-c2cc(N/N=C/c3cccc(F)c3)ncn2)c1,0.45,1.28,-7.4
O=C(N/N=C/c1ccc(-c2cccc(C(F)(F)F)c2)o1)c1ccccc1Br,-2.08,-2.35,20.0
Cc1cc(Cl)ccc1Oc1nccc(N(C)C)c1C#N,-1.04,-1.52,22.6
COc1cc(NC(=O)c2ccccc2Cl)c(OC)cc1NC(=O)CN1CCCCC1,/,/,35.7
COc1ccc(OC)c(NC(=O)CNC(=O)Cn2cnc3ccccc3c2=O)c1,0.38,-0.06,-50.0
Cc1ccc(-n2c(SCC(=O)Nc3cc(S(=O)(=O)N4CCOCC4)ccc3Cl)nc3ccccc3c2=O)cc1,0.35,1.41,-15.6
c1ccc(-c2nc(-n3ccnc3)nc(-n3ccnc3)n2)cc1,-0.94,-0.25,-9.7
CSc1ccc(CN(C)C(C)C(=O)Nc2ccc(F)c(F)c2F)cc1 (stereo not drawn),/,/,-60.0
CC(C)(C)C1=C(C#N)C(c2ccncc2)C(C#N)=C(N)O1 (stereo not drawn),0.08,0.6,-6.7
COc1cccc(-c2nn(C)c3sc(C(=O)N4CCN(c5ccccn5)CC4)cc23)c1,-1.37,-0.21,/
CCOc1ccc(Nc2nc(Cc3nnc(SCC(=O)NCC4CCCO4)n3C)cs2)cc1 (stereo not drawn),0.82,1.62,/
COCCn1c(-c2ccc(Cl)cc2)cnc1SCC(=O)NCc1cccs1,-1.01,-1.06,-51.5
Cc1cc(NC(=O)C(=O)NCCN2CCN(S(C)(=O)=O)CC2)ccc1Br,/,/,5.6
CC(=O)N(C)c1ccc(NC(=S)Nc2cccc3ccccc23)cc1,1.07,1.33,/
Cc1ccc(S(=O)(=O)/N=C(\CSC(N)=O)Nc2ccccc2)cc1,1.72,2.92,/
Cc1cccc2nc(CNc3ccc(F)cc3)cn12,0.71,-0.1,60.0
COc1ccc(C2c3sc(=O)[nH]c3SC3C4CCC(C4)C23)cc1OC (stereo not drawn),-1.68,-1.02,37.7
O=C(COc1ncnc2ccccc12)NC(=O)NCc1ccccc1,0.23[6.6 µM],0.12,/
COc1cccc(NC(=O)C2CCCN(S(=O)(=O)c3ccc(-n4cnnn4)cc3)C2)c1 (stereo not drawn),0.57,0.72,/
CC(C)(C)C(=O)[C@@H]1[C@@H]2C(=O)N(Cc3ccccc3)C(=O)[C@@H]2[C@H]2c3ccccc3C=CN12,-1.09,-0.85,-40.6
CCOC(=O)N1CCN(C(=O)c2cc3sccc3n2C)CC1,0.31,-0.92,-23.1
COC(=O)C(CC(C)C)NC(=O)c1cc(OC)c(OC)c(OC)c1 (stereo not drawn),0.27,0.02,/
CCCCCC(=O)N/N=C(\C)c1ccc(NC(=O)c2ccco2)cc1,1.06,0.95,/
COC(=O)c1cccc(N2C(=O)c3ccccc3S2(=O)=O)c1,0.87,0.82,23.5
O=C(O)c1ccccc1NS(=O)(=O)c1ccc2c3c(cccc13)C(=O)N2,0.47,-0.54,/
CCOc1ccccc1N1CCN(C(=O)C2c3ccccc3Oc3ccccc32)CC1,-1.27,-0.41,-17.9
C1CCC(n2nnnc2CN2CCN(C3CCCC3)CC2)CC1,0.59,0.09,/
O=C(N/N=C\c1ccc(Br)cc1)c1ccc(Cn2cccn2)o1,0.87,-0.05,-30.0
Cc1ccc(S(=O)(=O)C(c2ccccc2)c2c(C)noc2C)cc1 (stereo not drawn),-0.98,-0.17,30.8
O=C(Nc1ccccc1)N1CCN(c2ccc(C(F)(F)F)cn2)CC1,0.25,-0.36,-18.3
O=C(COC(=O)CC1c2ccccc2CCN1S(=O)(=O)c1ccccc1)Nc1ccccc1 (stereo not drawn),-0.74,-0.51,-10.7
Cn1cc(Br)c(C(=O)NNC(=O)c2cccc(Br)c2)n1,0.73,0.62,32.1
Cc1ccc(-n2nnnc2SCC(=O)N2CCN(C(=O)c3ccco3)CC2)c(C)c1,0.05,-0.35,-10.8
O=C(CSc1nnc(-c2cccs2)o1)N1CCc2ccccc21,0.19,0.17,35.7
COc1ccc(Br)cc1/C(C)=N/NC1=NCCN1,0.22,-0.23,-78.6
Cc1cccc(CSc2nc3c(c(=O)[nH]2)CCCC3)c1,-0.21,0.33,22.2
O=[N+]([O-])c1ccccc1NCCOc1ccccc1,-0.79,-0.58,0.0
Cc1ccc(-n2nc3c(c2NC(=O)/C=C\c2ccc4c(c2)OCO4)CSC3)c(C)c1,-1.16,-0.67,36.6
COc1ccc(CNC(=O)C2CCN(C(=O)N(C)C)CC2)c(OC)c1,-0.04,-0.73,-40.0
CC1CCCCN1CCNC(=O)c1cnn2ccccc12 (stereo not drawn),-0.13,-0.61,/
Cc1ccc(NC(=O)CSc2nnc(CN3CCOCC3)n2C)cc1C,-0.53,-0.28,18.8
CC(=O)Nc1ccc(S(=O)(=O)Nc2cccc(C(=O)NC(C)(C)C)c2)cc1,0.95,0.3,12.5
COc1ccc(N(C(C)C(=O)Nc2ccc(S(=O)(=O)N3CCOCC3)cc2)S(C)(=O)=O)cc1 (stereo not drawn),/,/,-28.6
O=C(c1ccc(F)cc1)C1CCN(C(=S)NCC2CCCO2)CC1 (stereo not drawn),/,/,33.3
Cc1onc(-c2ccccc2)c1C(=O)c1c[nH]c(C(=O)NCc2ccncc2)c1,/,/,-20.0
Cc1ccc(-n2nc3c(c2NC(=O)c2c(-c4ccccc4Cl)noc2C)CSC3)cc1,-0.46,-0.38,/
COC(=O)C(CCCN1C(=O)c2ccccc2C1=O)(NC(C)=O)c1nnn(C)n1 (stereo not drawn),/,/,22.2
O=C(CN1C(=O)NC2(CCCC2)C1=O)NCCC1=CCCCC1,0.45,0.17,38.9
CCCCS(=O)(=O)Nc1ccc2c(c1)ncn2C1CCCCC1,-0.02,-0.69,18.9
CC(C)Oc1cccc(C(=O)Nc2ccc(Br)cc2F)c1,-0.95,-0.59,-35.3
O=c1cc(CN2CCN(c3ccccc3O)CC2)nc2sccn12,1.3,1.31,15.9

Continuation.
Structure,sdo1 growth,sdo1 growth Rescue 24 h,Insulin prom inh
OC(CNCC(c1ccc(Cl)cc1Cl)c1c[nH]c2ccccc12)c1ccccc1 (stereo not drawn),/,/,-314.3
Cc1ccc(NC(=O)CN2C(=O)NC(C)(c3ccc(Cl)cc3)C2=O)cc1S(=O)(=O)N1CCOCC1 (stereo not drawn),0.64,0.59,-37.0
O=C1CC(SCCc2nc3ccccc3[nH]2)C(=O)N1c1ccc(Cl)cc1 (stereo not drawn),-0.22,-0.87,-16.1
C=CCn1c(SCCOc2ccc(OC)cc2)nnc1C(CO)NC(=O)c1ccc(OC)cc1 (stereo not drawn),-0.3,-1.03,7.1
O=C(Nc1cccc(N=Cc2cc(Cl)cc(Br)c2O)c1)c1ccco1,-0.13,0,0.0
O=C(O)c1ccc(CNC(=S)Nc2ccccc2)cc1,/,/,-86.0
Cc1ccc(NC(=O)C2=CCN(S(=O)(=O)c3ccc(F)cc3)CC2)cc1,-0.74,-0.02,-21.9
COC(=O)c1sc2ncccc2c1OCc1ccc(Cl)cc1Cl,0.38,2.29,10.3
CC1=NN(C(=O)Cc2ccc([N+](=O)[O-])cc2)C(O)(c2ccccc2)C1 (stereo not drawn),0.66,0.41,13.3
CCOc1ccc(-n2c(=O)c3c4c(sc3n(CC(=O)NCC3CCCO3)c2=O)CCCC4)cc1 (stereo not drawn),/,/,33.3
COC(=O)c1ccccc1NC(=O)C1CCCC1,0.72,0.91,-38.9
Nc1nc(SCCN2C(=O)c3ccccc3C2=O)n[nH]1,-0.37,-0.69,-16.7
Cc1ccc(-c2cn(-c3ccc(SC(F)F)cc3)c3[n+]2CCC3)cc1,0.36,0.11,-10.7
CCN(CC)C(=O)CSc1nc2ccccc2c(=O)n1CC1CCCCC1,-1.48,-1.06,-9.1
CCOC(=O)N1CCC(NC(=O)c2cc3c(-c4ccc(Cl)cc4)nn(C)c3s2)CC1,-2.39,-1.25,/
CCOC(=O)C1=C(N)Oc2cc(C)n(CCc3ccc(OC)c(OC)c3)c(=O)c2C1c1cccnc1 (stereo not drawn),0.21,0.05,54.5
Cc1c(C)c2cc(Cl)c(O)c(CN(C)C)c2oc1=O,0.07,-0.73,-80.4
COC(=O)c1cccc(Cn2nnc3ccccc3c2=O)c1,1.27,1.31,38.9
Cc1cccc(OCC(=O)N/N=C/C=C/c2ccco2)c1,0.34,0.24,/
O=C(CNC(c1ccccc1)c1ccccc1)Nc1cc([N+](=O)[O-])ccc1Cl,0.13,0.88,-80.0
CCN(CC)CCN1C(=O)C(=O)/C(=C(/O)c2cnn(-c3ccccc3)c2C)C1c1ccc(C)o1 (stereo not drawn),0.86,1.13,-14.3
CCOC(=O)N1CCN(C(=O)CSc2nnc(COc3ccc(Cl)cc3)o2)CC1,-0.11,-0.78,/
CC(C)(C)NC(=O)C(=O)N/N=C/c1ccc(F)cc1,/,/,-16.7
CCOC(=O)CCCCCN(Cc1ccccc1)S(=O)(=O)c1ccc([N+](=O)[O-])cc1,-0.3,-0.31,/
CC(C(=O)NCc1ccco1)n1cc(C(=O)c2ccco2)c2ccccc21 (stereo not drawn),0.58,0.69,-10.7
C/C(N)=C(/C#N)C(=O)CSc1nc2ccccc2c(=O)n1-c1ccccc1C,-0.07,0.45,13.3
COC(=O)c1cc(OC)c(OC)cc1NC(=O)CN1C(=O)c2ccccc2C1=O,-0.75,-0.56,33.3
Cc1cc(C)nc(NS(=O)(=O)c2ccc(NC(=O)NC3CCCCC3)cc2)n1,-0.17,-0.67,42.9
Cc1ccc(-c2noc(CSc3nnc(-c4ccncc4)n3-c3ccc(C)cc3)n2)cc1,-0.64,-0.28,-17.1
Cc1noc(C)c1COC(=O)/C=C/c1ccc(Cl)cc1,/,/,7.1

Pulled by structure from the list above, 4 records:
Structure,sdo1 growth,sdo1 growth Rescue 24 h,Insulin prom inh
COC(=O)c1cc(OC)c(OC)cc1NC(=O)CN1C(=O)c2ccccc2C1=O,-0.75,-0.56,33.3
Cc1noc(C)c1COC(=O)/C=C/c1ccc(Cl)cc1,/,/,7.1
Cc1c(C)c2cc(Cl)c(O)c(CN(C)C)c2oc1=O,0.07,-0.73,-80.4
Cc1cccc(OCC(=O)N/N=C/C=C/c2ccco2)c1,0.34,0.24,/

The main list resumes with the four entries that preceded the break.
Structure,sdo1 growth,sdo1 growth Rescue 24 h,Insulin prom inh
COC(=O)c1cc(OC)c(OC)cc1NC(=O)CN1C(=O)c2ccccc2C1=O,-0.75,-0.56,33.3
Cc1cc(C)nc(NS(=O)(=O)c2ccc(NC(=O)NC3CCCCC3)cc2)n1,-0.17,-0.67,42.9
Cc1ccc(-c2noc(CSc3nnc(-c4ccncc4)n3-c3ccc(C)cc3)n2)cc1,-0.64,-0.28,-17.1
Cc1noc(C)c1COC(=O)/C=C/c1ccc(Cl)cc1,/,/,7.1
O=C(Oc1ccccc1)Oc1ccc2c(c1)oc(=O)c1ccccc12,0.64,0.08,/
CCOC(=O)c1cc2sc(C)cc2n1CC(=O)NCCc1ccccc1,-1.02,1.02,26.1
Cc1ccc(C)c(OCC(=O)O/N=C(\N)c2ccccn2)c1,0.47,1.24,5.7
Cc1ccccc1CSc1nccn1-c1ccccc1,-0.46,0.35,2.7
CCS(=O)(=O)N1CCCC(C(=O)NCCCOC(C)C)C1 (stereo not drawn),-0.48,-1.51,69.2
CC(=O)Oc1cccc(N2C(=O)CC(Nc3ccc(N4CCOCC4)cc3)C2=O)c1 (stereo not drawn),-0.29,-0.36,-14.3
CCOc1ccc(C(=O)NCCCn2ccnc2)cc1,0.18,-0.65,54.2
COc1cc2nc(C3CC3)n(NC(=O)c3ccc(F)cc3)c(=O)c2cc1OC,-0.28,-0.37,/
COc1ccccc1NC(=O)c1ccc2nc(N3C(=O)CCC3=O)sc2c1,-0.43,-0.45,-19.4

Screening results from PubChem.

A portion of the library; the hit share may differ from the screen's.
